# E coli Lon inh: inhibitors of E. coli Lon protease. 360,000 compounds, 0.42% hits. purified E. coli Lon protease, fluorescence polarization. inhibition, % at 7.94 µM; in the data active = inhibition above about 13%, passing the limit was not always enough;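 also: 0% = enzyme with probe and DMSO and 100% = no enzyme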
# Target sequence (P0A9M0 whole entry, looked up): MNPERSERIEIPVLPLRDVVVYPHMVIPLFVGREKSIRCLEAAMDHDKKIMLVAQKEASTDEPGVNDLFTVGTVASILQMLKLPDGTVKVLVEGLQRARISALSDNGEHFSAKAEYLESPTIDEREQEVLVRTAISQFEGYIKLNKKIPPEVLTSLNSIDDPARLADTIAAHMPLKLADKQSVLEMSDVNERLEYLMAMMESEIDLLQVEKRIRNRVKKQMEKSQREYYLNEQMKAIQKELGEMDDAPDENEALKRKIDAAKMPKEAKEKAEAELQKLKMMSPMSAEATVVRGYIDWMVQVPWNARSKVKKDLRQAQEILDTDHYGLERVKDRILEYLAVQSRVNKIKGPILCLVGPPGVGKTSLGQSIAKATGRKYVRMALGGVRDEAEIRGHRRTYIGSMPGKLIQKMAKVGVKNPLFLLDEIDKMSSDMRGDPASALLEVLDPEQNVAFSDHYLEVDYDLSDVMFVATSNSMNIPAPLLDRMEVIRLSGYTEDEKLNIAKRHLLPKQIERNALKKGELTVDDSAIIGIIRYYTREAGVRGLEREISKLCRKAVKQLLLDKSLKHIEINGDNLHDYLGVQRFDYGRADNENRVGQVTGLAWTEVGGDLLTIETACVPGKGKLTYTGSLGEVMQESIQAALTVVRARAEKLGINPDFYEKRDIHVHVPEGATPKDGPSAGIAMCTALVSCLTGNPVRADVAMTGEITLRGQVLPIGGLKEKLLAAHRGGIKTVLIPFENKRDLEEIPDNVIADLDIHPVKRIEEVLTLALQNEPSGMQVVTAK
# MsrA act: activates bovine MsrA enzyme; purified bovine MsrA, absorbance read-out; activation, % at 10.6 µM; 360,000 compounds, 0.3% hits; AID 602163; in the data active = activation above about 7.5%;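 also: 0% = vehicle and 100% = reference activator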
# MT1-MMP act inh: MT1-MMP (human) activation inhibition. P50281. HT1080 RFP-PRO-GFP cells, GFP/RFP ratio fluorescence, overnight; percent of plate control window, DMSO zero. GFP/RFP ratio change, % at 20 µM. 360,000 compounds, 0.061% hits. AID 651647;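 active = GFP/RFP ratio change of at least 30% with cell ATP level not reduced by more than half and red fluorescence within 50% of control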; also: strong numbers were not always called active
#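 Assay system: HT1080 RFP-PRO-GFP cells. Benchmarks: DMSO vehicle wells and RFP-L50D-GFP reporter cell wells. Times: overnight cell settling, then overnight compound exposure, 37 °C, 5% CO2. Compound: 20 µM single dose, 1% DMSO. Read-out basis: GFP/RFP fluorescence ratio.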
# MLLE-PAM2 inh: inhibitors of microRNA-mediated deadenylation, human PABP1 MLLE binding; 360,000 compounds, 0.36% hits; AID 588489; P11940; inhibition, % at 20 µM; GST-MLLE / FITC-PAM2 fluorescence polarization; in the data active = inhibition above about 35%, passing the limit was not always enough;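 also: plate controls were DMSO wells with GST-MLLE for no effect and wells lacking GST-MLLE protein for full effect; some results filed as inactive read as strong as hits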
# FAS-TE inh: FAS thioesterase (human) inhibition. inhibition, % at 15 µM. 360,000 compounds, 0.67% hits. recombinant FAS-TE, OMFH fluorogenic substrate, fluorescence endpoint;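 active = compounds whose normalised, plate-corrected inhibition of enzyme fluorescence in the single-dose primary screen is 50% or more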;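 also: 0% = DMSO with enzyme and 100% = substrate without enzyme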
# CendR NRP1 mod: alters CendR peptide binding to human NRP-1; FAM-RPARPAR peptide binding to NRP-1, fluorescence polarization; inhibition, % at 25 µM; O14786; 360,000 compounds, 0.85% hits;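 active = inhibition or corrected inhibition above about 18%, plus a signal ratio from 0.5 to 1.5, limit read from the data, passing the limit was not always enough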; also: strong numbers were not always called active
# TbMetRS inhib: Trypanosoma brucei MetRS inhibition; purified T. brucei MetRS, ATP depletion, Kinase-Glo luminescence; inhibition, % at 11.9 µM; 360,000 compounds, 0.4% hits; AID 624268;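 active = inhibition above a per-plate cutoff of the control wells' mean inhibition plus 3 SD, cut at about 5.5% in these data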;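 also: 0% = DMSO wells median and 100% = median of wells with control inhibitor compound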
#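 Material: T. brucei methionyl-tRNA synthetase, purified; reagent: substrates ATP, L-methionine and bulk Escherichia coli tRNA; dosing: 11.9 µM single point; timing: 15 min plus 2 h at 25 °C; detection: luminescence of leftover ATP; evaluation: % inhibition; control set: DMSO-only wells as low control; replicates: singlicate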
# MsrA inhibitor: inhibits bovine methionine sulfoxide reductase A. inhibition, % at 15.5 µM. 360,000 compounds, 0.75% hits. purified bovine MsrA, absorbance read-out; in the data active = inhibition above about 4.5%;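 also: 0% = vehicle wells with enzyme and 100% = reference inhibitor wells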
# SKN-1 block: inhibitors of C. elegans SKN-1 | 360,000 compounds, 0.49% hits | inhibition, % at 21.8 µM | C. elegans VP596 Pgst-4::GFP/RFP ratio, acrylamide-induced, 24 h;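 active = interference check ratio from 0.5 to 1.5 plus GFP to RFP signal ratio inhibition reaching or exceeding a fixed threshold, cut at about 30% in these data, passing the limit was not always enough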; also: some compounds called inactive have numbers as strong as hits
# Starred values were filed as active, the others as inactive; . = no result given.
SMILES,E coli Lon inh,MsrA act,MT1-MMP act inh,MLLE-PAM2 inh,FAS-TE inh,CendR NRP1 mod,TbMetRS inhib,MsrA inhibitor,SKN-1 block
Cc1ccc(C(=O)CCC2CCCCC2=O)cc1 (stereo not given),5,-3,-2,9,-2,2,0.2,-0.6,20
O=C(CSc1cccc(C(F)(F)F)c1)Nc1cc(S(=O)(=O)N2CCCC2)ccc1Cl,-5,-1,9,-2,4,5,-0.6,-1.1,-3
COC(=O)CCCC(=O)NCC1(N(C)Cc2ccccc2)Cc2ccccc2C1,-7,-2,1,11,-1,7,0.2,-0.6,4
C=CCCC1CN(Cc2ccco2)S(=O)(=O)c2c(F)cccc2O1 (stereo not given),-9,-4,-3,-5,10,-7,0.5,0.2,8
Cc1cc2c(cc(C(=O)N3CCC(C(=O)NC4CCCC4)CC3)n2Cc2c(F)cccc2Cl)o1,-1,-3,-8,13,1,1,-0.6,0.4,13
CCn1c(SCC(=O)Nc2ccc(C(=O)OC)cc2)nc2cccnc21,0,-3,-6,-4,-1,-2,0.5,-0.2,6
CN(C)c1ccc(/C=N/NC(=O)CNC(=O)c2ccncc2)cc1,-8,-7,0,-8,-6,-11,0.1,5.1*,-5
CCC(Oc1cccc(C)c1)C(=O)Nc1ccccc1C(=O)N1CCOCC1 (stereo not given),-9,-3,0,23,-2,13,0.3,-0.3,1
Cc1cccc(C)c1OCC(=O)N(Cc1ccco1)C1CCS(=O)(=O)C1 (stereo not given),12,0,-3,-11,-2,-3,0.1,.,-17
CCCCN1CCc2c([nH]c3c(C)cccc23)C1=O,-2,-2,-12,7,-7,7,-0.3,1.8,23
Brc1ccc(CNCc2cccs2)cc1,-8,-1,2,5,-7,8,-0.1,0.6,-1
CCN1CCN(C(=O)CN(CC)S(=O)(=O)c2ccc(F)cc2)CC1,-2,-3,-1,-18,-4,3,-0.1,0.3,4
COc1ccccc1CNC(=O)c1cc2c(C)nn(Cc3ccc(F)cc3)c2s1,6,-4,-5,-15,13,-5,-0.6,0.5,4
Cc1cccc(-n2c(C)nc3c(cnn3-c3ccc(F)cc3)c2=O)c1,-6,0,7,3,-1,-7,-0.6,-1.8,5
CC1Cc2ccccc2N1CC(=O)Nc1ccc(N2CCOCC2)cc1 (stereo not given),-4,-12,0,-18,0,6,-0.9,0.5,-7
O=C(Nn1c(SCc2ccc([N+](=O)[O-])cc2)nc2ccccc2c1=O)c1ccc(F)cc1,-16,-2,-1,0,47,-6,0.9,-0.4,1
CCC(CC)NCc1ccc2c(c1)c1ccccc1n2CC,-7,-2,1,4,-4,5,-0.5,-0.1,5
O=C(COC(=O)c1ccccc1Br)Nc1ccc2[nH]c(=O)[nH]c2c1,-12,-5,1,1,-2,0,-0.3,1.0,19
CC(C)c1ccc(NC(=O)C2CSC3(C)CCC(=O)N23)cc1 (stereo not given),-3,-5,-2,2,-2,-4,-0.2,-0.8,7
COC(=O)c1ccccc1N/C=C1\CCc2c(c(C)nn2-c2ccccn2)C1=O,4,-3,1,-5,18,-8,-0.2,1.1,20
CN(C)CCNC(=O)NC1CCCCC1,-5,-12,3,9,-5,7,-2.0,0.1,-4
CS(=O)(=O)N1CCC(C(=O)Nc2cccc(C(F)(F)F)c2)CC1,-2,-1,-1,-17,-6,1,0.0,-0.4,4
Cc1ccc2nc(C)cc(C(=O)Nc3nccs3)c2c1,-3,1,1,-28,0,-1,-0.5,1.4,2
Cc1occc(=O)c1OCc1c(F)cccc1Cl,-3,-2,1,-3,-8,7,0.4,-1.2,0
Cc1cc(NC(=O)c2cc(S(=O)(=O)N3CCCCC3)ccc2C)no1,-11,0,6,5,1,-9,-0.3,-1.1,13
SMILES,E coli Lon inh,MsrA act,MT1-MMP act inh,MLLE-PAM2 inh,FAS-TE inh,CendR NRP1 mod,TbMetRS inhib,MsrA inhibitor,SKN-1 block
O=C(Cc1noc2ccccc12)NNC(=S)Nc1ccccc1,8,-3,-1,15,0,9,-0.3,0.9,-2
CC(=O)c1nn(-c2cccc(Cl)c2)cc1C(=O)c1ccco1,-3,-3,4,22,-1,0,-0.8,-0.2,-15
Cc1ccc(N2C3=C(C(=O)CC(C)(C)C3)C(c3cn(C)nc3C)C3=C2CC(C)(C)CC3=O)cc1,80*,-3,-37,147,-17,81,0.1,0.6,31
Cc1cc2oc(C(=O)NCCc3ccc(S(N)(=O)=O)cc3)c(C)c2cc1C,-2,-3,-1,3,-5,7,-0.4,-0.5,6
Cc1cc(OCC(O)CN2CCc3ccccc3C2)cc(C(C)C)c1 (stereo not given),-5,-4,1,5,9,8,-0.8,-1.4,-16
CC(C)C[C@H]1CNC(=S)N1CC1CCN(CCC23CC4CC(CC(C4)C2)C3)CC1,6,-1,-2,-109,-13,5,0.2,0.1,10
Fc1ccc(-c2nnc(CSc3nnc4ccccn34)o2)cc1,-5,-1,-1,-5,-5,2,0.5,-0.1,5
Cc1ccc(O)c(NC(=O)C2CCCN2C(=O)OCc2ccccc2)c1 (stereo not given),-15,-4,7,-2,-4,4,0.2,0.2,12
Cc1cc(C(F)(F)F)nn1CC(=O)N(C)C1CCCCC1,-2,2,6,-1,-3,-6,-0.5,1.2,-10
CCCc1cc(=O)[nH]c(NCCc2ccccc2)n1,-6,-2,-1,-1,-3,2,1.2,-0.4,13
CCCCNC(=O)CCCCn1c(=S)[nH]c2c([nH]c3ccc(OC)cc32)c1=O,-4,-3,-5,-25,-4,0,0.1,1.6,42
Cc1cccc(NC(=S)NNC(=O)c2csc3c2CCC(C)C3)c1 (stereo not given),0,-10,-2,33,7,-1,-0.7,-1.2,-9
CCOc1cc(/C=N/N2C(=O)NC3(CCCCC3)C2=O)cc(Br)c1O,6,-3,-4,3,-8,-3,-0.6,1.4,2
CCOC(=O)CN1C(=O)C(=O)N(Cc2ccccc2F)C1=O,-12,-2,-1,6,-6,9,-0.4,1.0,12
CCCCOC(=O)CSC1=C(C#N)C(c2cccnc2)C(C(=O)OCC)=C(c2ccccc2)N1 (stereo not given),1,-10,-3,1,11,-5,0.0,0.3,5
CC(NC(=O)CCc1nnc(-c2ccc(-c3ccccc3)cc2)o1)c1nccs1 (stereo not given),2,-2,8,-6,-4,3,-0.2,0.1,4
Cc1ccc(NS(=O)(=O)c2ccc(Cl)c(C(=O)Nc3cccc(C(=O)O)c3)c2)cc1,0,-4,1,-12,-3,4,-0.1,1.2,23
Cc1ccc(S(=O)(=O)N2CCCCC2)cc1NC(=O)Cc1c[nH]c2ccccc12,-14,-5,-2,-14,3,-23,-0.4,1.0,12
Cc1cnc(C(=O)N(CCCn2ccnc2)C2C(=O)Nc3ccccc3N=C2c2ccccc2)cn1 (stereo not given),0,-2,4,19,-6,12,-0.4,-1.4,37*
O=C(Nc1ccccc1)NC1(C(=O)N2CCC(O)CC2)CCCCC1,4,-5,-1,1,-5,9,-0.3,0.3,1
COc1cc(/C=C2/NC(=O)N(Cc3ccccc3F)C2=O)cc(OC)c1O,-10,-4,-13,-2,-4,-16,-1.7,5.0*,-24
Cc1nn(C)c(C)c1NC(=O)CSc1nc(-c2ccccc2F)nc2c1cnn2-c1ccccc1,-13,-4,-1,-12,4,-24,-0.4,0.0,-2
Cc1ccc(C(CC(N)=O)c2ccco2)cc1 (stereo not given),-12,0,-1,3,-7,-4,-0.6,1.1,19
CC(NC(=O)CCC(=O)c1ccc(F)cc1)C1CC2CCC1C2 (stereo not given),-7,-3,0,6,2,-4,-0.6,1.0,4
CCOc1ccc(S(=O)(=O)N2CCC(C(=O)NC3CCCC3)CC2)cc1,2,-3,0,0,-2,5,-0.5,0.7,1
SMILES,E coli Lon inh,MsrA act,MT1-MMP act inh,MLLE-PAM2 inh,FAS-TE inh,CendR NRP1 mod,TbMetRS inhib,MsrA inhibitor,SKN-1 block
COc1cccc(NC(=O)Nc2nnc([C@H]3C[C@H](O)[C@@H](CO)O3)s2)c1,-6,-2,-7,-7,-13,-11,-0.2,-0.9,3
CC1(c2nnc(-c3cccc(Cl)c3)o2)CC(c2c(Cl)cccc2Cl)=NO1 (stereo not given),0,-4,-2,-5,20,6,-0.3,-0.5,7
COc1ccc(CN2C(=O)C(CC(=O)NC3CC3)CC(C(=O)N(C)C)=C2C)cc1 (stereo not given),2,-1,0,10,-7,6,-1.1,-0.4,12
NC(=O)C1CCN(c2nnnn2-c2ccccc2)CC1,-4,-4,2,2,-9,-2,-1.2,0.1,-3
O=C1N=C(N2CCOCC2)S/C1=C\c1ccccc1OS(=O)(=O)c1ccccc1,-4,0,-3,-2,8,6,-0.3,2.3,12
O=C(Nc1c2c(nn1-c1ccc(Cl)cc1)CS(=O)(=O)C2)c1ccc2c(c1)OCO2,5,3,3,-6,-1,-3,-0.5,-0.8,-2
O=C(NCCCN1CCOCC1)c1ccccc1NS(=O)(=O)c1cc([N+](=O)[O-])ccc1Cl,4,0,-1,-2,4,6,-0.9,0.2,-3
COc1ccccc1Nc1cc(C(=O)NCc2cccnc2)c2ccccc2n1,-2,-1,2,8,3,4,-0.6,0.9,1
O=C(NNC1=NS(=O)(=O)c2ccccc21)c1cccc([N+](=O)[O-])c1,9,-5,-1,-6,-3,-3,-0.9,2.4,6
COc1ccc(/C=N/NC(=O)c2ccc(Br)cc2)cc1Cn1cc(Cl)cn1,2,-3,1,-5,1,5,0.0,0.7,-3
CCN(CC)C(=O)Cn1cc(C(=O)C(=O)N2CCN(C)CC2)c2ccccc21,13,-9,-3,3,-8,-2,-0.5,1.0,-1
Nc1nnc2cc(F)ccc2n1,-12,-2,1,0,-8,10,-0.2,-1.1,15
CC1=CCC2C(=O)N(c3cccc(C(=O)NC(C)c4ccccc4)c3)C(=O)C2C1 (stereo not given),-1,-1,4,-3,-3,20,-0.6,-0.3,2
CCN(C(=O)CSc1nc2nc(C)cc(C)n2n1)C1CCS(=O)(=O)C1 (stereo not given),-10,-6,2,8,-2,-1,-0.9,0.9,-3
Cc1cc(C)c2nc(NC(=O)[C@@H](NC(=O)c3cccc(S(=O)(=O)N4CCOCC4)c3)C(C)C)sc2c1,-3,-3,-42,-6,9,-7,-0.3,0.4,7
CCCN(CCC)S(=O)(=O)c1cc(Br)cc2c1N(C(=O)CC)CC2,-3,0,5,-2,17,8,-0.1,0.3,7
Cc1ccc(S(=O)(=O)N2[C@@H](c3ccccc3F)C(C(=O)O)=CC[C@H]2c2ccc(Cl)c(Cl)c2)cc1,2,-1,1,13,21,-6,0.0,-1.7,14
COc1ccc(C2=NOC(C(=O)Nc3cc(Br)ccc3O)C2)cc1OC (stereo not given),-7,-3,6,2,-2,-18,0.2,-1.1,-10

# Exported bar-delimited: part of the list above
smiles | E coli Lon inh | MsrA act | MT1-MMP act inh | MLLE-PAM2 inh | FAS-TE inh | CendR NRP1 mod | TbMetRS inhib | MsrA inhibitor | SKN-1 block
O=C(Nc1c2c(nn1-c1ccc(Cl)cc1)CS(=O)(=O)C2)c1ccc2c(c1)OCO2 | 5 | 3 | 3 | -6 | -1 | -3 | -0.5 | -0.8 | -2
Cc1cc(C)c2nc(NC(=O)[C@@H](NC(=O)c3cccc(S(=O)(=O)N4CCOCC4)c3)C(C)C)sc2c1 | -3 | -3 | -42 | -6 | 9 | -7 | -0.3 | 0.4 | 7
CCN(CC)C(=O)Cn1cc(C(=O)C(=O)N2CCN(C)CC2)c2ccccc21 | 13 | -9 | -3 | 3 | -8 | -2 | -0.5 | 1.0 | -1
Cc1ccc(S(=O)(=O)N2[C@@H](c3ccccc3F)C(C(=O)O)=CC[C@H]2c2ccc(Cl)c(Cl)c2)cc1 | 2 | -1 | 1 | 13 | 21 | -6 | 0.0 | -1.7 | 14

# Screening data as filed in PubChem.
